Screens deposited in PubChem BioAssay by National Center for Advancing Translational Sciences (NCATS).
PNC inhibitor = inhibitors of perinucleolar compartment assembly; hit rate 3.1% among 140,000; activity change (PNC), negative = inhibition, % at 10 µM; PC3M PTB-GFP, PNC prevalence imaging, 16 h; active compounds read low;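 active = readout at or below -70, meaning at least 70% loss of cells showing the perinucleolar compartment, a nuclear body marking cancer cells; inconclusive = readout between -30 and a set limit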;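 note: plate controls were DMSO wells for no effect and camptothecin positive control wells for full effect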
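Compounds are pinned in duplicate onto adhered PC3M cells stably expressing GFP-tagged PTB and incubated 16 h at 37 C. Cells are then fixed, nuclei stained with Hoechst, and PNC-positive cells counted.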
12-hLO inh = 12-hLO (ALOX12) enzyme inhibition | P18054 | purified 12-hLO, xylenol orange hydroperoxide absorbance | Potency, µM (top dose mostly 57.1 µM), for the others: at the top dose activity change, negative = inhibition, usual class: inhibitors | hit rate 0.12% among 150,000 | AID 1452; note: potency is the fitted concentration of half-maximal effect; nearly all actives have a fitted effect of over 55% in size; many of its hits are not listed in these tables
Target sequence (P18054 whole entry, looked up): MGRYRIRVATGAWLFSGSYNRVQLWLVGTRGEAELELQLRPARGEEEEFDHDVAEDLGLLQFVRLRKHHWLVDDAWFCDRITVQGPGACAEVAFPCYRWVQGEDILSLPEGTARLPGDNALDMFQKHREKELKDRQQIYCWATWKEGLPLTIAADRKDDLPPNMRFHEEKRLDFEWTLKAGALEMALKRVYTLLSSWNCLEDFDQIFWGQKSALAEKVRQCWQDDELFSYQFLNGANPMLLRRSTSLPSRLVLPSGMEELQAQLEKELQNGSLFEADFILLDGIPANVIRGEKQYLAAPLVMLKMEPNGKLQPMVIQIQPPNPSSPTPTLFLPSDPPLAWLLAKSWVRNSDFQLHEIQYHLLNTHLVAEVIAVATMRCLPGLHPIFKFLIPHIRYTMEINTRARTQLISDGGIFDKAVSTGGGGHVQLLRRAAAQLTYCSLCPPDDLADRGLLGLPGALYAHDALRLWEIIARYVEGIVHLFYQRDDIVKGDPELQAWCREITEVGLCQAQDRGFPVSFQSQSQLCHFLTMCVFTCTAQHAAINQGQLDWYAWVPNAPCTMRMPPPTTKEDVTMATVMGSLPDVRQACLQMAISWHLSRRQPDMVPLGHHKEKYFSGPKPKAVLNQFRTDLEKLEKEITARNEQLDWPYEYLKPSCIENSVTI
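Lipoxygenase turnover measured by absorbance at 573 and 405 nm after Fe-XO development. Human 12hLO 150 nM, arachidonate 40 uM, pH 7.0 Hepes buffer with detergent; 15 min compound preincubation, 30 min reaction.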
IMPase cell inh = membrane-permeable compound that blocks inositol monophosphatase. inhibition (IP1 accumulation), % at 46.1 µM. P97697. CHO-M1 cells, IP1 accumulation, HTRF TR-FRET ratio. 120,000 tested, under 10 active; active = well fitted curve in the direction sought with a large enough effect in the signal ratio, not every such curve was filed as active; inconclusive = small, poorly fitted or top-dose-only effect, or a change in a side signal; inactive = no such curve, though single readings can be large or run the other way; the % refers to the signal ratio;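 note: cells stimulated with carbachol in lithium chloride buffer; plate controls were DMSO basal wells for no effect and reference inhibitor wells for full effect; higher means more IMPase inhibition seen as more IP1 and lower FRET ratio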
Target sequence (P97697 whole entry, looked up): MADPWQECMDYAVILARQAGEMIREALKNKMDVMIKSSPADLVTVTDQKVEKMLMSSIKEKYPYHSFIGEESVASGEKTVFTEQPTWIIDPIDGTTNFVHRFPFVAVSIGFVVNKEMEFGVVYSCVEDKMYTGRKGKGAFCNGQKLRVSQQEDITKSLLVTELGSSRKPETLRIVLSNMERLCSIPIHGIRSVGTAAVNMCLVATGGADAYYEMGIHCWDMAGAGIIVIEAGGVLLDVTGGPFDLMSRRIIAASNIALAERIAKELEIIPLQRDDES
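Elevated IP1 in lysates lowers TR-FRET signal (665/620 ratio and 620 channel reported). Cells were CHO-M1, given carbachol (50 uM as added) plus 50mM LiCl, pH 7.4, 30 min, 37C; compounds titrated up to 46 uM; AC50 by Hill equation.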
ALOX15B inhib = blocks human 15-lipoxygenase 2 activity; O15296; purified 15hLO-2, xylenol orange hydroperoxide absorbance; Potency, µM (doses to about 57.1 µM), for inactives: at the top dose activity change, negative = inhibition, usual class: inhibitors; hit rate 0.56% among 110,000; AID 881; note: potency is the fitted concentration of half-maximal effect; nearly all actives have a fitted effect of over 60% in size; many of its hits are not listed in these tables
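Screening format was qHTS against 50 nM purified 15hLO-2 in Hepes pH 7.5 with detergent. Activity follows hydroperoxide formation from 45 uM arachidonic acid, measured as 573:405 nm absorbance ratio of the ferric-xylenol orange complex.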
Numbers without * were called inactive; ? = inconclusive; . = no result given; & = joins results of further samples; [ ] = another dose, or the depositor's remark. Unless noted, calls come from the whole dose curve; as a rule, active = well fitted curve in the direction sought with a large enough effect; inconclusive = small, poorly fitted or top-dose-only effect, or another doubt; inactive = no such curve, though single readings can be large; an effect the other way counts as inactive or inconclusive. Unless noted, % is set by controls: 0 for no effect and ±100 for the full control effect. This is a subset, so the mix of outcomes need not match the whole.

1	Cc1ccc(N(C)C(=O)C2CCN(S(=O)(=O)c3ccc4c(c3)oc(=O)n4C)CC2)cc1
2	COc1ccc(CN2CCSCC2)cc1O
3	CCOC(=O)c1c(C)[nH]c(C)c1C(=O)COC(=O)[C@@H](NC(=O)c1ccccc1OCC)C(C)C
4	Cc1ccc(C)c(NC(=O)c2ncn[nH]2)c1
5	Cc1ccc(CC2CC(=O)N(Cc3ccco3)C2=O)cc1 (stereo not drawn)
6	Cc1nnc(NC(=O)CSc2ncnc3c2cnn3-c2ccccc2C)s1
7	Cc1ccc(C)c(C(=O)N(Cc2nc(-c3ccc(Cl)cc3)no2)C(C)C)c1
8	Cc1cc(CNC(=O)C(C)Cc2ccccc2)nn1C (stereo not drawn)
assay / compound | 1 | 2 | 3 | 4 | 5 | 6 | 7 | 8
PNC inhibitor | ? | -27.3 | 29.3 | ? | -5.2 | ? | -14.6 | 45.2
12-hLO inh | -1.4% | -4.0% | -4.1% | 0.6% | -13.1% | 1.2% | -9.7% | -0.2%&2.3%
IMPase cell inh | 10.4 | 0.1 | 6.6 | 12.8 | 2.0 | 0.3 | 2.7 | .
ALOX15B inhib | -3.5% | -12.9% | -2.1% | 10.2% | ? | . | 2.5% | -0.7%

9	CCOc1ccccc1NC(=O)CC1Nc2ccccc2NC1=O (stereo not drawn)
10	COc1ccc(/C=C/c2nnc(NC(=O)CSc3ccc(Cl)cc3)s2)cc1
11	O=C1OC(Cc2ccncc2)C(O)=C1C1=NCCCN1 (stereo not drawn)
12	CCOC(=O)CCc1c(C)c2ccc(OCC(=O)N(CC)CC)c(C)c2oc1=O
13	O=C(CC(c1ccccc1)c1ccccc1O)NCc1ccccc1Cl (stereo not drawn)
14	C=CCOC(=O)c1cc(-c2ccc(/C=C3\C(=O)NC(=O)C(C#N)=C3C)o2)ccc1Cl
15	Cn1c(=O)c2[nH]c(C3CCCC3)nc2n(C)c1=O
16	COc1ccc2c(c1OC)C(=O)N1c3ccccc3C(=O)N(c3ccccc3)C21 (stereo not drawn)
assay / compound | 9 | 10 | 11 | 12 | 13 | 14 | 15 | 16
PNC inhibitor | 92.6 | 20.7 | 2.7 | -14.3 | ? | ? | . | ?
12-hLO inh | -0.5% | -0.8% | -2.5% | -0.6% | 0.4% | -15.9% | -3.1%&-1.7% | -2.4%
IMPase cell inh | 4.4 | 4.5 | . | 12.9 | . | -0.6 | -0.9 | -2.8
ALOX15B inhib | . | . | . | -5.4% | . | 12.6µM* | -5.7%&6.2% | 2.3%

17	CC1(C)Cc2c(c(N3CCOCC3)nc3sc(C#N)c(N)c23)CS1
18	O=C(Nc1ccc2c(c1)C(=O)N(c1ccccc1)C2=O)C1CCCO1 (stereo not drawn)
19	COc1cc2cc3c4cc(OC)c(OC)cc4cc[n+]3c(C)c2cc1OC
20	O=C(CN1C(=O)C2C3C=CC(C3)C2C1=O)Nc1ccc(C(=O)O)cc1 (stereo not drawn)
21	CCC(C)NC(=O)c1ccccc1NS(=O)(=O)c1ccc(OC)c(OC)c1 (stereo not drawn)
22	CCOC(=O)N1CCN(C(=O)CN(c2ccc(C)c(C)c2)S(=O)(=O)c2ccccc2)CC1
23	CCOc1ccc(C2=Nn3c(nnc3-c3ccccc3OC)SC2)cc1
24	CC1(C)C(=O)OC(C(=O)c2ccc(C(C)(C)C)cc2)C(C)(C)C1=O (stereo not drawn)
assay / compound | 17 | 18 | 19 | 20 | 21 | 22 | 23 | 24
PNC inhibitor | -8.7 | -20.3 | . | 72.4 | 9.4 | 19.7 | -86.1* | -3.1
12-hLO inh | -6.7% | 8.5% | 1.8% | 2.5% | -0.5% | 0.9% | -8.3% | -3.0%
IMPase cell inh | 2.7 | 6.8 | 7.6[20.6 µM] | 3.7 | -4.0 | -5.1 | 8.5 | 3.5
ALOX15B inhib | -1.9% | . | -6.7% | 9.6% | -0.3% | -6.5% | 9.2% | 5.4%

25	Cc1cccc2cc(-c3ccccc3)c(-c3ccccc3)c[n+]12
26	Cc1ccc(-n2nnnc2SC(C)C(=O)NCC(=O)Nc2ccc(F)c(F)c2F)c(C)c1 (stereo not drawn)
27	COc1ccc2nc(N=Nc3ccc(N(C)C)cc3)sc2c1
28	CCc1cccc(CC)c1NC(=S)NC(C)c1ccccc1 (stereo not drawn)
29	CC1CN(C(=O)c2ccc(N3CCCCC3)c([N+](=O)[O-])c2)CC(C)O1 (stereo not drawn)
30	COc1ccc(C2=C(SC)CC2=NC(C)(C)C)cc1
31	COCc1nc(-c2cc(Br)ccc2OC)no1
32	CCNc1nc(NCc2ccccc2)nc(SCC(=O)Nc2ccccc2)n1
assay / compound | 25 | 26 | 27 | 28 | 29 | 30 | 31 | 32
PNC inhibitor | ? | ? | -13.8 | 14.9 | -16.9 | ? | ? | -6.2
12-hLO inh | 1.8% | -3.9% | -0.3% | -25.4% | 2.7% | -3.4% | -6.6% | 0.6%
IMPase cell inh | . | 7.8 | 2.2 | . | . | . | 0.6 | 4.7
ALOX15B inhib | . | . | -25.7% | . | . | . | 6.3% | .

33	O=C(CSc1nnc(-c2ccncc2)n1CC1CCCO1)Nc1nccs1 (stereo not drawn)
34	CCOc1ccccc1OCCCC(=O)Nc1ccc(OC)nc1
35	COc1cc(NC(=O)c2ccco2)c(OC)cc1NC(=O)CSc1nnc(-c2cccs2)n1C
36	c1ccc(COCCN2CCN(CCOCc3ccccc3)CC2)cc1
37	OCCNC1=NCCN1
38	N=C1C(=O)OCC1c1cc(Cl)ccc1NC(=O)Nc1ccccc1 (stereo not drawn)
39	COc1ccc(NS(=O)(=O)c2cc(NC(=O)/C=C/c3cc(OC)c(OC)c(OC)c3)ccc2N2CCCCC2)cc1
40	COc1cccc(NC(=O)N2CCC(C(N)=O)(N3CCCCC3)CC2)c1
assay / compound | 33 | 34 | 35 | 36 | 37 | 38 | 39 | 40
PNC inhibitor | 294.1 | -15.6 | -13.9 | ? | 31.7 | 23.2 | -0.7 | 1.7
12-hLO inh | 7.7% | 2.3% | 2.6% | 8.0% | 0.9% | -2.1% | -4.4% | 7.7%
IMPase cell inh | -1.5 | 1.1 | -2.0 | 12.6 | -5.6 | ? | . | -10.7
ALOX15B inhib | . | 21.1%[2.29 µM] | ? | 17.1% | -1.5% | . | . | -7.8%

41	COc1ccccc1NC(=O)c1cc2ccccc2o/c1=N\O
42	CC(=O)c1ccc(N2CCN(C(=O)c3ccc(NC(=O)C4CCCO4)cc3)CC2)cc1 (stereo not drawn)
43	COc1cc(NC(=O)c2ccc3c(c2)OCO3)c2ncccc2c1
44	Cc1cc(=O)[nH]c(N/N=C/C2=C(N3CCOCC3)C(=C\c3ccc(Cl)cc3)/CC2)n1
45	O=C(OC(c1ccccc1)c1nccc2ccccc12)c1cccc([N+](=O)[O-])c1 (stereo not drawn)
46	O=C(NNC(=O)c1ccc2ccccc2c1O)c1ccccc1Cl
47	CCCn1c(NCc2ccc(N(C)C)cc2)nc2ccccc21
48	Nc1cc(N)nc(SCC(=O)N2CCN(C(=O)c3ccco3)CC2)n1
assay / compound | 41 | 42 | 43 | 44 | 45 | 46 | 47 | 48
PNC inhibitor | 2.9 | 19.6 | 6.9 | -2.5 | -3.1 | 28.6 | ? | 4.8
12-hLO inh | -12.4% | 1.5% | -6.8% | -20.9% | -1.5% | -5.0% | -2.6% | 1.1%
IMPase cell inh | -3.6 | 13.6 | 11.1 | . | 3.0 | 3.4 | 13.8 | -3.7
ALOX15B inhib | -5.7% | 0.2% | . | . | . | -12.4% | 19.8% | 6.5%

49	CC[C@H](C)C(=O)O[C@H]1C[C@@H](C)C=C2C=C[C@H](C)[C@H](CC[C@@H]3C[C@@H](O)CC(=O)O3)[C@H]21
50	Cc1cc(C)c(OCC(=O)Nc2cccc(O)c2)cc1C
51	CCS(=O)(=O)Nc1ccc(-c2ccc(NS(=O)(=O)CC)c(OC)c2)cc1OC
52	NC(=O)c1sc2nccc(Nc3ccccc3)c2c1N
53	CC1=C(C#N)C(c2cccnc2)C2=C(CC(C)(C)CC2=O)N1 (stereo not drawn)
54	COC(=O)c1cc2n3ccccc3c(C)c(-c3ccccc3)c-2c1C(=O)OC
55	O=P(O)(CCc1ccccc1)C(O)c1ccccc1 (stereo not drawn)
56	CCCN1/C(=C2/SC(=S)N(CC)C2=O)C=Cc2ccccc21
assay / compound | 49 | 50 | 51 | 52 | 53 | 54 | 55 | 56
PNC inhibitor | ? | 0.2 | 11.2 | 2.0 | 24.0 | 17.5 | -1.5 | 24.6
12-hLO inh | -1.4%&0.4% | -4.9% | 5.6% | -4.2% | -0.6% | 1.9% | 1.4% | 13.3%
IMPase cell inh | . | -15.2 | 0.1 | -6.1 | 4.7 | -17.8 | 4.2 | 1.8
ALOX15B inhib | 2.7% | 3.8% | . | -3.4% | -9.6% | -7.8% | -9.3% | -9.0%

57	COC(=O)CC1SC(=O)NC1=Nc1ccc(C)cc1 (stereo not drawn)
58	CCOC(=O)Nc1nc(-c2ccccc2)c(C(=O)c2ccc(Cl)cc2)s1
59	Cc1onc(-c2ccccc2)c1C(=O)NCc1cccs1
60	O=C(O)CSCCC(=O)Nc1ccc(F)cc1
61	CCCCn1c(CNC(=O)CCC)nc2ccccc21
62	COCCCCC(=NOCCN)c1ccc(C(F)(F)F)cc1
63	CC(C)OC(=O)CSc1nnc(-c2ccc(Cl)cc2)n1N
64	Cc1ccc(S(=O)(=O)Nc2c(C)nn(C)c2C)cc1
assay / compound | 57 | 58 | 59 | 60 | 61 | 62 | 63 | 64
PNC inhibitor | -24.4 | ? | 6.7 | -2.7 | -24.7 | . | 17.3 | ?
12-hLO inh | -1.3% | -2.2% | -5.0% | -3.1% | -0.3% | -0.3% | -3.7% | 5.2%
IMPase cell inh | 4.9 | 5.5 | 4.4 | 8.3 | 9.6 | -1.7 | 8.5 | 8.2
ALOX15B inhib | 3.7% | 26.6% | 0.9% | 6.3% | -1.5% | 39.8%[activator] | 6.4% | 1.0%

65	CC(=O)Nc1cccc(OC(=O)c2ccoc2C)c1
66	CC1=Nc2ccccc2NC(=O)C1Sc1nnc(C)s1 (stereo not drawn)
67	Cc1ccc(NC(=O)c2ccc(NCc3ccco3)c([N+](=O)[O-])c2)cc1Cl
68	C=CCc1ccc(OCCCCN2CC(C)OC(C)C2)c(OC)c1 (stereo not drawn)
69	C=CCC(C=C)S(=O)(=O)c1ccc(C)cc1 (stereo not drawn)
70	COc1ccc(/C=N/NC(=O)OC(C)(C)C)cc1OC
71	Cc1ccc(CNC(=O)C2CC(c3cccc([N+](=O)[O-])c3)=NO2)cc1 (stereo not drawn)
72	Cc1ccc(NC2=NCCCCC2)cc1
assay / compound | 65 | 66 | 67 | 68 | 69 | 70 | 71 | 72
PNC inhibitor | -8.6 | 157.6 | -24.6 | -28.0 | 29.9 | 11.1 | ? | ?
12-hLO inh | 2.7% | 5.6% | -1.7% | -16.6% | -3.6% | 0.5% | -11.1% | 4.0%
IMPase cell inh | 13.0 | 15.7 | -12.8 | 0.8 | 6.6 | 9.5 | 0.3 | 6.9
ALOX15B inhib | -2.0% | . | . | 20.6% | -2.2% | . | -1.2% | 2.9%

From entry 66 as far as 71, as listed above:
66	CC1=Nc2ccccc2NC(=O)C1Sc1nnc(C)s1 (stereo not drawn)
67	Cc1ccc(NC(=O)c2ccc(NCc3ccco3)c([N+](=O)[O-])c2)cc1Cl
68	C=CCc1ccc(OCCCCN2CC(C)OC(C)C2)c(OC)c1 (stereo not drawn)
69	C=CCC(C=C)S(=O)(=O)c1ccc(C)cc1 (stereo not drawn)
70	COc1ccc(/C=N/NC(=O)OC(C)(C)C)cc1OC
71	Cc1ccc(CNC(=O)C2CC(c3cccc([N+](=O)[O-])c3)=NO2)cc1 (stereo not drawn)
assay / compound | 66 | 67 | 68 | 69 | 70 | 71
PNC inhibitor | 157.6 | -24.6 | -28.0 | 29.9 | 11.1 | ?
12-hLO inh | 5.6% | -1.7% | -16.6% | -3.6% | 0.5% | -11.1%
IMPase cell inh | 15.7 | -12.8 | 0.8 | 6.6 | 9.5 | 0.3
ALOX15B inhib | . | . | 20.6% | -2.2% | . | -1.2%
